From PubChem BioAssay
EWS-Fli inh – blocks EWS/Fli oncoprotein-driven transcription | A673 NR0B1-luciferase reporter, viability-normalised | inhibition, % at 12.6 µM | 350,000 tested, 0.67% active;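 active means mean inhibition of at least 50% after viability correction, with every replicate also passing that limit; inconclusive means mean reaches 50% but only one of two replicates passes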;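 further: firefly luciferase signal divided by Alamar Blue viability fluorescence both relative to DMSO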
CFTR F508del cor – correctors of CFTR F508del function in bronchial epithelial cells | CFBE cells, YFP halide quenching; stimulated with forskolin plus potentiator P3; % fluorescence drop versus neutral controls | activity (quench increase), % at 7.58 µM | 350,000 tested, 0.36% active | AID 720511;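 active means mean added fluorescence quench of at least 8% versus neutral control, with both replicates also reaching 8%; inconclusive means only one of the mean or replicate conditions met; inactive means mean below 8% and not both replicates reaching 8%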;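 further: cells transiently co-express mutant CFTR-F508del with the halide-sensitive YFP; corrector assay measuring rescue of mutant channel to the surface after 24 h compound exposure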
PAX8 inh HTS – PAX8 transcriptional activity inhibition; AID 652154; 360,000 tested, 1.2% active; inhibition, % at 12.6 µM; RMG-I TPO-luciferase reporter, SteadyGlo, 24 h;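 active means mean replicate inhibition at least 60% with every replicate also reaching 60%; inconclusive means only one of the two criteria is met; inactive means mean below 60% and not all replicates reaching 60%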;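 further: luciferase light reporting Pax8 driven TPO promoter activity; plate controls were median of neutral control wells for no effect and mitoxantrone controls for full effect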
GSIS activator – primary screen for activators of insulin secretion dependent on glucose, INS-1E cells, GLuc reporter luminescence; INS-1E GLuc reporter insulin secretion, 2-3 h; activation, % at 16.6 µM; 370,000 tested, 0.61% active; AID 743287;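 active means lowest replicate activation of at least 40%, so every replicate reaches that level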;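 further: 0% = median of neutral control wells and 100% = median of IBMX positive control wells; some compounds called inactive have numbers as strong as hits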
ARNT-TACC3 inh – disruptors of human ARNT/TACC3 interaction | Q9Y6A5 | AlphaScreen His-ARNT PAS-B/GST-TACC3 binding, luminescence; TACC3 fragment carries E629A point mutation | inhibition, % at 9.99 µM | 390,000 tested, 0.66% active;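 active means mean inhibition of replicates at least 50% and at least half of replicates each reaching 50%; inconclusive means half or more replicates reach 50% but mean below 50%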;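 further: 0% = complete ARNT plus TACC3 wells and 100% = ARNT alone without TACC3; many hits fall short of the cut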
ERp5 block – blocks human ERp5 reductase activity on insulin | Q15084 | ERp5 insulin aggregation, absorbance 650 nm, 90 min | inhibition, % at 9.99 µM | 350,000 tested, 0.05% active | AID 651711;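 active means mean replicate inhibition above about 25%, with every replicate also reaching it, limit read from the data, passing the limit was not always enough; inconclusive means only one of those two criteria met; inactive means neither criterion met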
Target sequence (Q15084 whole entry, looked up): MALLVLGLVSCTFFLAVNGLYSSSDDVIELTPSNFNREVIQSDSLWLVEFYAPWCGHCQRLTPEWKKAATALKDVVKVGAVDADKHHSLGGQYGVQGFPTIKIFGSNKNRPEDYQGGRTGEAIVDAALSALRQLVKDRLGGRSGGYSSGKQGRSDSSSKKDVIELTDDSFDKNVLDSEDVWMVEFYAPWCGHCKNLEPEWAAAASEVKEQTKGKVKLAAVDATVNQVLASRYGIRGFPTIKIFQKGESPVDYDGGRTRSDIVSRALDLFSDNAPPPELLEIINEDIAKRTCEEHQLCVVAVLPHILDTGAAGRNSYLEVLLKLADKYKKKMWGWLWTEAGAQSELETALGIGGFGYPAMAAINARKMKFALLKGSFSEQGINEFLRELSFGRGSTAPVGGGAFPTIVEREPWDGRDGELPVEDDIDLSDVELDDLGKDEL
XiGFP reactiv – X-chromosome reactivation activator; XiGFP mouse fibroblasts, % GFP-positive cells imaging, 3 d; cells co-treated with 5-aza-dC sensitizer; scaled so ellipticine positive control = 100%; activation, % at 7.58 µM; 360,000 tested, 0.055% active; AID 743238;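 active means mean normalized replicate activation at least 10% and every replicate at or above 10%; inconclusive means only one of the two criteria met; inactive means mean below 10% and not all replicates reach 10%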;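 further: 0% = median of on-plate neutral control wells and 100% = ellipticine 6 µM median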
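Schedule: 3 d treatment, 15 min room-temperature fixation; system: 68-5-11 XiGFP fibroblast line; buffer or medium: DMEM plus 5-aza-dC sensitizer; control set: ellipticine 6 µM positive control; compound: one concentration, pinned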
DENV2 CPE – DENV2-induced cell death inhibition; DENV2-infected cells, cytopathic effect rescue, plate reader; CPE inhibition, % at 9.99 µM; 350,000 tested, 1.7% active; AID 651640; in the data active means CPE inhibition above about 20%, passing the limit was not always enough; inconclusive means no clear call, values can overlap the other calls; tested in BHK-21 cells;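 further: 0% = median of neutral control wells and 100% = median of positive control wells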
An asterisk follows results filed as active; ? = inconclusive; nt = not tested or not shown.

Results follow in this order: EWS-Fli inh, CFTR F508del cor, PAX8 inh HTS, GSIS activator, ARNT-TACC3 inh, ERp5 block, XiGFP reactiv, DENV2 CPE
(1) CCC(C(=O)NC(C)(C)C)n1c(-c2ccccc2)nc2ccccc21 (stereo not drawn)
    -17, -0.6, -17, -13, nt, 3, 0.0, -20
(2) Cc1ccc(Cn2nnnc2CN2CCC(O)(c3ccccc3F)CC2)cc1
    0, 1.9, nt, -3, -3, -6, nt, -1
(3) CCc1c(C2(O)CCCCC2)[nH]c2ccc(C#N)cc12
    -23, -1.6, -43, -8, 11, 4, 0.2, 1
(4) CCCn1c(SCC(=O)N(C)CC(=O)Nc2ccc(Cl)cc2)n[nH]c1=O
    -3, 2.4, 10, 5, -4, -3, 0.3, 0
(5) Cc1noc(C)c1S(=O)(=O)Nc1ccc2c(c1)CC(=O)N([C@H](C)CO)C[C@H](C)[C@@H](CN(C)C(=O)Nc1ccc3c(c1)OCO3)O2
    -14, 0.7, -7, 0, 1, nt, 0.1, -6
(6) CCCCOC(=O)c1ccc(NC(=O)CN2C(=O)NC3(CCCCCC3)C2=O)cc1
    6, -9.6, -10, -69, nt, 5, -0.1, 12
(7) N#Cc1ccc(/C=N/NC(=O)c2cccc(S(=O)(=O)N3CCOCC3)c2)cc1
    -2, -1.6, -4, 12, -5, -3, 3.0, -5
(8) CCc1nnc(NS(=O)(=O)c2ccc(NS(=O)(=O)c3ccccc3)cc2)s1
    -6, -0.8, nt, -4, 4, -3, nt, -4
(9) CCN(CC)S(=O)(=O)c1ccc(F)c(C(=O)OC2CC(C)OC2=O)c1 (stereo not drawn)
    1, 0.9, 11, -10, 6, 4, 0.0, ?
(10) C[C@H]1CCCCO[C@@H](CN(C)Cc2ccncc2)[C@@H](C)CN([C@@H](C)CO)C(=O)c2cc(NC(=O)Nc3ccc(C(F)(F)F)cc3)ccc2O1
    8, 2.7, 81*, -4, -7, 2, 0.1, -2
(11) C[C@@H]1CN([C@@H](C)CO)C(=O)c2cc(C#Cc3ccc(F)cc3)cnc2O[C@@H]1CN(C)CC1CCOCC1
    -2, 1.9, nt, -4, -3, -1, -0.8, -4
(12) Fc1c(F)c(F)c(SCn2cc(Br)cn2)c(F)c1F
    11, 0.1, 2, -1, 2, 0, 0.2, 13
(13) CO[C@H]1CN(C)C(=O)c2ccc(NC(=O)Nc3cc(F)ccc3F)cc2OC[C@H](C)N(C)C[C@H]1C
    7, 0.1, -13, -6, 2, 1, 0.1, -2
(14) CCn1c(O)c(N=NC(=O)CNc2ccc(C)cc2)c2ccccc21
    18, -0.9, 26, 13, nt, 8, 0.0, -7
(15) O=C(CCC(=O)N1CCOc2ccc(Cl)cc21)NCCN1CCOCC1
    -11, -1.5, 8, 7, 6, 0, -0.1, 11
(16) CCCn1c(SCC(=O)N2CCCCC2)nnc1C(C)C
    3, -2.5, -2, 12, 17, -2, 0.0, -6
(17) CC1Cc2ccccc2N1C(=O)CO/N=C/c1ccc(OC(F)F)cc1 (stereo not drawn)
    6, nt, 7, 3, -3, -2, 0.2, 0
(18) C[C@H]1CN([C@@H](C)CO)C(=O)c2ccccc2-c2ccccc2CO[C@@H]1CN(C)C(=O)Oc1ccccc1
    -3, -2.2, nt, 7, 0, -3, 0.4, -6
(19) CC(C)CC1CCCCC1OC(=O)CN1CCCCC1 (stereo not drawn)
    1, 2.2, 34, -5, -9, -3, 0.0, 3
(20) CC(=O)c1cccc(NC(=O)C2COc3ccccc3O2)c1 (stereo not drawn)
    -56, -2.8, -67, 5, 9, -6, 2.7, 3
(21) CNC[C@H]1OCCCC[C@@H](C)Oc2ccc(NC(=O)c3ccncc3)cc2C(=O)N([C@H](C)CO)C[C@@H]1C
    -1, 0.4, -30, 1, 28, 2, 0.1, -6
(22) O=C(NCCc1ccccc1)c1ccc2c(c1)OCCO2
    90*, 2.1, nt, nt, nt, 4, 0.0, 1
(23) O=S(=O)(/C=C/c1ccccc1)NCc1ccccc1Cl
    0, -2.2, -11, -24, 4, -5, -0.1, -1
(24) C[C@@H]1CCCCO[C@H](CN(C)Cc2ccccc2)[C@H](C)CN([C@H](C)CO)C(=O)c2cc(NC(=O)Nc3ccc(F)cc3)ccc2O1
    11, 1.9, 21, -17, 5, 0, -0.1, -9
(25) O=C(CCn1nc(-c2ccc(F)cc2)ccc1=O)NCc1ccccc1
    1, -4.4, 5, nt, -2, 1, 0.0, 0
(26) C=CCn1c(SCC(=O)NC2CCCC2)nnc1-c1ccncc1
    -3, 0.0, -1, -3, 0, 4, 0.2, -1
(27) CCCc1nnc(NC(=O)COC(=O)c2cc(C)nc3ccccc23)s1
    12, 1.2, nt, 6, -9, 1, nt, 4
(28) C[C@H](CO)N1C[C@H](C)[C@H](CN(C)C(=O)Nc2ccc3c(c2)OCO3)OCCCC[C@H](C)Oc2ccc(NS(=O)(=O)c3cn(C)cn3)cc2C1=O
    -7, 1.5, nt, -3, 3, -4, -1.1, 4
(29) C[C@]12c3[nH]c4cc(-c5ccco5)ccc4c3CCN1C(=O)[C@@H](CC(=O)NCc1cccc(C(F)(F)F)c1)C[C@@H]2C(=O)N1CCCCC1
    0, 1.6, 20, 15, 0, 2, 0.0, -5
(30) CCOCCc1c(O)nc(SCCOc2ccc(C)c(C)c2)[nH]c1=O
    2, nt, 0, 0, -3, -3, 0.1, -7
(31) Cc1ccc(OCc2cc(C(=O)N(C)CC3CCOCC3)no2)cc1C
    nt, -1.7, -140, -3, 0, 1, 0.1, 2
(32) COc1cc(C(=O)OCC(C)=O)ccc1OCc1c(C)noc1C
    28, 1.7, 2, 17, -6, 4, -0.1, -5
(33) O=C(Cn1nnc(-c2ccccc2NC(=O)c2ccco2)n1)NC1CCCCC1
    11, -1.4, nt, 3, -4, 0, nt, nt
(34) CCOc1ccc(-c2nnc(NC(=O)Cc3ccc(OC)cc3)o2)cc1
    6, -3.3, -21, 1, 10, 6, 0.3, -4
(35) COc1ccccc1NC(=O)CCN1C(=O)/C(=C\c2cc(OC)c(OC)c(OC)c2)SC1=S
    nt, 0.4, -2, 3, 8, 0, 0.5, 8
(36) CC(C)NC(=O)N(C)C[C@@H]1OCc2ccccc2-c2ccccc2C(=O)N([C@@H](C)CO)C[C@@H]1C
    -9, -0.1, nt, 4, 5, -2, 0.2, -1
(37) CN(C)CCCN1c2ccc(O)cc2Sc2ccc(Cl)cc21
    0, -0.8, 10, nt, nt, -4, 0.9, 5
(38) C[C@H](CO)N1C[C@H](C)[C@H](CN(C)Cc2ccc(C(=O)Nc3ccccc3N)cc2)Oc2c(NC(=O)c3ccncc3)cccc2C1=O
    16, -0.4, nt, 25, 10, -13, 1.8, 0
(39) CCOC(=O)C=C(C(=O)OCC)C(=O)OCC
    2, 0.8, -9, 1, -10, 1, 0.3, -2
(40) CCN(C(=O)CN1C(=O)NC2(CCc3ccccc32)C1=O)C1CCCCC1 (stereo not drawn)
    7, -1.8, -79, -1, -1, -2, -0.1, 14
(41) O=C(C[C@H]1CC[C@H]2[C@@H](COC[C@@H](O)CN2CCC(F)(F)F)O1)NCC1CCCCC1
    5, -1.1, -4, -3, -12, 2, 0.1, -1
(42) COc1ccc(-c2cc(C(=O)Nc3ccccc3N3CCOCC3)c3ccccc3n2)cc1OC
    4, -1.3, 44, 8, -18, 1, 0.3, 3
(43) CNC[C@@H]1Oc2ncc(C3=CCCCC3)cc2C(=O)N([C@H](C)CO)C[C@@H]1C
    -6, -0.1, -3, 0, nt, nt, 0.5, nt
(44) O=C(NCc1ccccc1)N1CCN(CCO)CC1
    5, -4.2, -17, 3, -2, 2, 0.0, 10
(45) CCCC#Cc1ccc2c(c1)O[C@H](CN(C)C(=O)c1cccnc1)[C@H](C)CN([C@H](C)CO)S2(=O)=O
    -1, 1.9, nt, 5, -9, -3, -0.6, -7
(46) CC(=O)c1ccccc1OCCCCN1CCCCC1
    6, 3.9, -2, -3, -8, 1, 0.3, 13
(47) CCCC1CC(C(=O)Nc2ccccc2)C(=O)O1 (stereo not drawn)
    -1, 0.5, -8, 2, -2, -4, 0.0, -1
(48) O=C(CCN1C(=O)c2ccccc2C1=O)NCCCn1ccnc1
    -2, 0.6, -4, -1, -1, 5, 0.1, 1
(49) Cc1ccccc1N1CCN(Cc2ccc(Br)o2)CC1
    0, 0.9, -4, -21, -6, 0, 0.0, -3
(50) COc1ccccc1NC(=O)N1CC(=O)N2[C@H](CO)[C@@H](c3ccc(C#CC4CC4)cc3)[C@H]2C1
    1, 1.1, 14, -2, nt, 11, 0.1, 0
(51) CCOc1cc(Cl)c(S(=O)(=O)NCc2cccnc2)cc1Cl
    8, -0.8, 15, -1, 6, -1, 0.0, -3
(52) COCCNC(=O)C[C@@H]1C[C@H]2c3cc(NC(=O)NC4CCCC4)ccc3O[C@H]2[C@@H](CO)O1
    -4, -3.9, nt, 1, -9, 82*, 0.2, -7
(53) COC(=O)c1cn(Cc2cccnc2)c(=O)c2ccccc12
    11, 1.7, -13, nt, -7, 1, 0.0, 0
(54) COc1ccc(C(=O)Nc2ccccc2C(=O)NCc2ccco2)cc1
    3, 0.6, -22, -9, nt, 2, -0.1, -1
(55) CC(C)(C)n1nc2c(c1NC(=O)Cc1ccccc1)CS(=O)(=O)C2
    -2, -1.6, -4, 0, 8, -9, 0.6, 5
(56) C/C=C/c1ccc2c(c1)O[C@H](CN(C)Cc1ccccc1F)[C@H](C)CN([C@H](C)CO)S2(=O)=O
    19, 0.6, nt, -7, 4, -7, -0.9, 11
(57) Cn1ncc(C(=O)Nc2ccc(Cl)cc2)c1C(F)(F)F
    8, -1.7, -1, 0, -5, 5, 0.0, -7
(58) COc1cccc(NC(=O)CC(C)=O)c1
    -4, nt, -3, 4, -1, -2, -0.1, 3
(59) CC(=O)Nc1ccc(-c2ccnc3c2CC(C)(C(=O)NCCC(F)(F)F)O3)cc1 (stereo not drawn)
    0, 2.7, 11, 11, nt, 0, -0.1, 1
(60) CC(=O)N1CCc2cc(Br)cc(S(=O)(=O)NCCCN(C)Cc3ccccc3)c21
    -10, 0.9, -6, -6, -4, 3, 0.1, -1
(61) Cc1ccc(C(O)(COC(=O)C(C)C)COC(=O)C(C)C)c(O)c1
    4, -0.8, nt, 5, 8, -4, nt, 5
(62) CC(C)NC(=O)Nc1cccc2c1O[C@@H](CN(C)S(=O)(=O)c1ccc(F)cc1)[C@@H](C)CN([C@@H](C)CO)C2=O
    2, -3.5, 11, 8, 0, -1, 0.1, -9
